# Source: PubChem BioAssay (NCI)
# All columns: NCI-60 one-dose screen, growth in % after 48 h at 10 µM unless noted; 100 = growth as untreated, 0 = no growth, -100 = all killed.
# UACC-62: UACC-62 melanoma; 81,000 tested, 5.4% active
# MCF7: MCF7 breast cancer. 82,000 tested, 6.3% active. AID 1794796
# Numbers without * were called inactive; & = joins results of further samples; ! = not active in a repeat; [ ] = remark or other dose. Rule for the calls: active = growth percent below 10; inactive = the rest.
Compound	UACC-62	MCF7
CCC#CCCCCCCCCC(F)C(=O)O (stereo not drawn)	82&75[100 µM]	77&78[100 µM]
CCOc1cc2c(cc1O)/C(=N/NS(=O)(=O)c1ccc(C)cc1)C[C@@H]1[C@@H]2CC[C@]2(C)[C@@H](O)CC[C@@H]12	-89*[100 µM]	-4.0*[100 µM]
COc1ccc(C2=C(N)c3c(Cl)cccc3C2=O)cc1	47&84[100 µM]	72&62[100 µM]
COC(=O)c1cnn2c1n[n+]([O-])c1ccccc12	-66*![100 µM]	12&68[100 µM]
COC(=O)C(=O)C(C(=O)C(=O)Nc1ccc([N+](=O)[O-])cc1[N+](=O)[O-])c1nc2ccc(Cl)cc2[nH]c1=O (stereo not drawn)	26&65[100 µM]	57&89[100 µM]
CCc1cn(C2CC(CO)C(CO)S2)c(=O)[nH]c1=O (stereo not drawn)	85&90[100 µM]	71&77[100 µM]
O=S(=O)(O)c1cc(S(=O)(=O)O)c2c(Nc3ccnc4ccccc34)ccc(S(=O)(=O)O)c2c1	93&81[100 µM]	82&87[100 µM]
C=CC1=C(C)C2=NC1=CC1=NC(=C(CC)/C1=C/O)C=C1C=C3C(=O)C(C(=O)OC)C(=C4NC(=C2)C(C)C4CCC(=O)OC/C=C(\C)CCCC(C)CCCC(C)CCCC(C)C)C3=N1 (stereo not drawn) (tested in a mixture with another compound)	66&64[100 µM]	63&68[100 µM]
C=C1C(=O)OC2/C=C(\CO)C(OC(C)=O)CC(O)/C(C)=C/C(OC(=O)C(C)CC)C12 (stereo not drawn)	-99*[100 µM]	-87*[100 µM]
O=S(=O)(O)c1cc(Nc2ccnc3ccccc23)c2c(S(=O)(=O)O)cc(S(=O)(=O)O)cc2c1	98&82[100 µM]	82&90[100 µM]
COc1ccc(OC)c(NC(=O)C(=O)Nn2c(=S)[nH]c3ccccc3c2=O)c1	61&77[100 µM]	72&78[100 µM]
c1ccc2nn(C3CCCO3)nc2c1 (stereo not drawn)	107&89[100 µM]	99&95[100 µM]
CNC(=O)C1CCC(=O)N1CN(C(C)=O)c1ccccc1 (stereo not drawn)	104&73[100 µM]	97&88[100 µM]
COc1cc2c(cc1C1COc3cc4occc4cc3C1=O)OCO2 (stereo not drawn)	73&62[100 µM]	63&65[100 µM]
Cn1c2c(c3ccccc3c1=O)C(=O)c1ccccc1-2	-100*![100 µM]	7.7*![100 µM]
COc1c2c(c3c(c1OC)c(=O)c1ccccc1n3C)OCO2	59[100 µM]	81[100 µM]
N#Cc1c(-c2ccccc2)nc(-c2ccccc2)sc1=S	67&72[100 µM]	77&70[100 µM]
O=C1C2=Cc3ccccc3OC2(O)Oc2cc(O)cc(O)c21 (stereo not drawn)	95&46[100 µM]	80&59[100 µM]
Cc1ccc(NC(=S)C#N)cc1Cl	-96*[100 µM]	-100*[100 µM]
COC(=O)C(=O)C(C(=O)OC)C(=O)C(=O)Nc1c(Cl)cc([N+](=O)[O-])cc1Cl (stereo not drawn)	71&64[100 µM]	67&69[100 µM]
COc1cc2c(cc1O)Cc1c-2[n+](C)cc2cc(OC)c(OC)cc12	-100*![100 µM]	0.7*![100 µM]
CCCCCCCCC#CCCCCCCC(F)C(=O)O (stereo not drawn)	84&81[100 µM]	52&70[100 µM]
C=C1C(=O)O[C@@H]2C[C@@]3(C)CC(=O)C=C(C)[C@@H]3C[C@H]12	-87*[100 µM]	-78*[100 µM]
CC(C)=CCC/C(C)=C/CC/C(C)=C/CSc1ccc(Cl)cc1C(=O)O	-72*![100 µM]	-53*![100 µM]
N#Cc1ccc(Nc2nc3nc[nH]c3c(=O)[nH]2)cc1	100&96[100 µM]	89&87[100 µM]
Cc1ccc(/C=N/Nc2nc3ccccc3s2)s1	40&45[100 µM]	4.5*[100 µM]
CC(=O)N(CN1C(=O)CCC1C(=O)O)c1ccccc1Cl (stereo not drawn)	101&83[100 µM]	101&87[100 µM]
Cc1cc2nn(C3CCCO3)nc2cc1C (stereo not drawn)	101&71[100 µM]	93&80[100 µM]
NC1N=C(c2ccc(Cl)cc2)C2=C(N1)c1ccccc1CC2 (stereo not drawn)	-56*![100 µM]	-96*![100 µM]
COc1c(OC/C=C(\C)CCC=C(C)C)ccc2ccc(=O)oc12	83[100 µM]	86[100 µM]

# Compounds above that contain fluorine, in the order listed:
Compound	UACC-62	MCF7
CCC#CCCCCCCCCC(F)C(=O)O (stereo not drawn)	82&75[100 µM]	77&78[100 µM]
CCCCCCCCC#CCCCCCCC(F)C(=O)O (stereo not drawn)	84&81[100 µM]	52&70[100 µM]

# Random excerpt: two entries already listed.
Compound	UACC-62	MCF7
O=C1C2=Cc3ccccc3OC2(O)Oc2cc(O)cc(O)c21 (stereo not drawn)	95&46[100 µM]	80&59[100 µM]
CC(C)=CCC/C(C)=C/CC/C(C)=C/CSc1ccc(Cl)cc1C(=O)O	-72*![100 µM]	-53*![100 µM]

# Continuation.
Compound	UACC-62	MCF7
CCCCCCCCCC(=O)CC(=O)c1c(O)cc(O)cc1O	-88*[75 µM]	-14*[75 µM]
CC(=O)NC(CS/N=N/c1nc[nH]c1C(N)=O)C(=O)O (stereo not drawn)	0.5*[100 µM]	6.9*![100 µM]
Cc1ccc(OCC2OC(n3cnc4c(Cl)nc(Nc5cc(Cl)cc(Cl)c5)nc43)CC2Oc2ccc(C)cc2)cc1 (stereo not drawn)	104&109[100 µM]	90&77[100 µM]
OCc1ccccc1OC1OC(CO)C(O)C(O)C1O (stereo not drawn)	96&85[100 µM]	83&120[100 µM]
COc1cc([N+](=O)[O-])c(OC)c2c(Nc3ccc(S(=O)(=O)O)c4cc(S(=O)(=O)O)cc(S(=O)(=O)O)c34)cc(C)nc12	-100*[100 µM]	-100*[100 µM]
CCOc1cc2c(cc1O)C=C[C@@H]1[C@@H]2CC[C@]2(C)[C@@H](O)CC[C@@H]12	-100*[100 µM]	-100*[100 µM]
Cc1ccc(/C=N/NC2=NCCN2)s1	74&75[100 µM]	77&63[100 µM]
O=C1CCC2c3ccccc3NCN12 (stereo not drawn)	98&79[100 µM]	86&84[100 µM]
NC(N)=Nc1ccc(CC(N)C(=O)O)cc1 (stereo not drawn)	94&89[12.5 µM]	77&94[12.5 µM]
S=C1NC2=C(COc3ccccc32)C(c2ccc(Cl)cc2)N1 (stereo not drawn)	-100*[100 µM]	-100*[100 µM]
NC(=O)c1[nH]cnc1/N=N/SCC(N)C(=O)O (stereo not drawn)	4.0*[100 µM]	16&45[100 µM]
COc1c(-c2cccs2)oc2c(CC(=O)O)cccc2c1=O	82&88[100 µM]	70&77[100 µM]
CC(C)C1OC(N)=C(C#N)C1(C#N)C#N (stereo not drawn)	26&55[100 µM]	2.2*![100 µM]
ClC(Cl)(Cl)C1CCOC1n1nnc2ccccc21 (stereo not drawn)	13&65[100 µM]	0.0*![100 µM]
COc1ccccc1NC(=O)C(=O)Cc1cnc2ccccc2n1	54&77[100 µM]	64&92[100 µM]

# Next section
Molecule,UACC-62,MCF7
Nc1c(N2CCCCC2)c(=O)nc2[nH]/c(=C\c3ccco3)c(=O)n12,51&47[100 µM],38&58[100 µM]
COc1ccc2nc3c4c(nccc4c2c1)-c1ncccc1C3=O,-100*[50 µM],-100*[50 µM]
CC1OC(O[C@@H]2OC=C(C=O)[C@@]3(O)CC[C@H](C)[C@@H]23)C(O)C(O)C1O (stereo partly drawn),80&77[100 µM],70&79[100 µM]
CCOC(=O)COc1cc(-c2ccccc2)nc2cc(F)ccc12,60&67[100 µM],36&49[100 µM]
NC(=O)NNC(=O)c1nc[nH]c1[N+](=O)[O-],104&100[100 µM],82&104[100 µM]
CC(=N\N)/C(C)=N/N=C(C)/C(C)=N/N=C(C)/C(C)=N/N=C(C)/C(C)=N/N,102&88[100 µM],84&88[100 µM]
COC(=O)C(Cc1nc2ccccc2[nH]c1=O)C(=O)C(=O)Nc1cc(C(F)(F)F)ccc1Cl (stereo not drawn),-39*[100 µM],0.0*[100 µM]
O[C@H]1[C@H](O)[C@@H](Cn2nnc(-c3ccccc3)c2-c2ccccc2)OCO[C@@H]1Cn1nnc(-c2ccccc2)c1-c1ccccc1,-78*[100 µM],-63*[100 µM]
CC12NC(=C(C#N)C#N)C(C#N)=C3NC(N)=C(C#N)C(=C31)Oc1ccccc12 (stereo not drawn),-61*[100 µM],-46*![100 µM]
C#CCOC(=O)C(N)CCSC (stereo not drawn),92&85[100 µM],107&86[100 µM]
CC1=C(/C=C/Cl)CC(Cl)C(C)(Cl)C1 (stereo not drawn),37&70[100 µM],43&75[100 µM]
O=C(CCc1ccccc1)On1c(-c2ccccc2)nc2ccccc2c1=S,-84*[100 µM],-60*[100 µM]
O=C(Nc1ccc(Cl)cc1C(F)(F)F)C(=O)Nn1c(=S)[nH]c2ccccc2c1=O,73&105[100 µM],74&93[100 µM]
O=C1C=CC=C/C1=C1\N=C(c2ccccc2OCC(=O)c2ccc(Br)cc2)SS1,35&49[100 µM],77&78[100 µM]
CCc1n[nH]c(=O)n1NC(=O)/C=C\C(=O)O,97&90[100 µM],81&93[100 µM]
Cc1nc2c(=O)n(-c3ccccc3)c3ccccc3c2o1,89&79[100 µM],80&84[100 µM]
COc1cc(CC2c3cc(OC)c(OC)cc3CCN2C)c(Oc2cc3c(cc2OC)-c2c(O)c(OC)cc4c2C(C3)N(C)CC4)cc1OC (stereo not drawn),-87*[100 µM],-77*![100 µM]
Cn1nc2ccc([N+](=O)[O-])c(Cn3nnc4ccccc43)c2n1,84&59[100 µM],101&72[100 µM]
COC(=O)C(/C(=N/NC(N)=O)C(=O)Nc1ccc(C)cc1)c1nc2ccc([N+](=O)[O-])cc2[nH]c1=O (stereo not drawn),23&61[100 µM],41&69[100 µM]
C=C1CC(O)C2C(=C)C(=O)OC2C2C(C)C(=O)CC12 (stereo not drawn),-98*[100 µM],-62*[100 µM]
COc1ccc(/C=c2\[nH]c3nc(=O)c(N4CCCCC4)c(N)n3c2=O)cc1,28&67[100 µM],45&56[100 µM]
COc1ccc(/C=C2\N=C(N/N=C\C(O)C(O)C(O)C(O)CO)NC2=O)cc1 (stereo not drawn),46&62[100 µM],27&42[100 µM]
COC(=O)C(=O)C(C(=O)C(=O)Nc1ccccc1OC)c1nc2ccc([N+](=O)[O-])cc2[nH]c1=O (stereo not drawn),23&42[100 µM],42&43[100 µM]
COc1cc2c3cc1Oc1c(OC)c(OC)cc4c1C(Cc1ccc(O)c(c1)-c1cc(ccc1OC)CC3N(C)CC2)N(C)CC4 (stereo not drawn),-96*[100 µM],-93*![100 µM]
CCOC(=O)/C(C(N)=O)=C(/O)c1cnccn1,93&103[100 µM],94&97[100 µM]
C=CCO/N=C/c1cc(NC(=S)c2ccoc2C)ccc1Cl,-100*[100 µM],-45*[100 µM]

# Complete entries as entered above:
# `COc1cc2c(cc1O)Cc1c-2[n+](C)cc2cc(OC)c(OC)cc12` in the list: UACC-62 = -100*![100 µM]; MCF7 = 0.7*![100 µM]
# `COc1c(OC/C=C(\C)CCC=C(C)C)ccc2ccc(=O)oc12` in the list: UACC-62 = 83[100 µM]; MCF7 = 86[100 µM]

# Some values from the entries so far.
# COc1c2c(c3c(c1OC)c(=O)c1ccccc1n3C)OCO2 @ UACC-62 = 59[100 µM]
# ClC(Cl)(Cl)C1CCOC1n1nnc2ccccc21 (stereo not drawn) @ UACC-62 = 13&65[100 µM]
# CC(C)C1OC(N)=C(C#N)C1(C#N)C#N (stereo not drawn) @ MCF7 = 2.2*![100 µM]

# These rows are one share of the data, so the mix of outcomes need not match the whole.
